# OX1R antag-1: antagonists of human orexin 1 receptor (OX1R). OX1R-expressing cells, FRET antagonist read-out. inhibition, % at 6.6 µM. actives 1.8% (n = 330,000). AID 485270; in the data active means inhibition mostly above about 38%, no sharp cut-off; inactive means mostly below about 40%;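 further: 0% = agonist challenge alone and 100% = reference antagonist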
# Target sequence (O43613 whole entry, looked up): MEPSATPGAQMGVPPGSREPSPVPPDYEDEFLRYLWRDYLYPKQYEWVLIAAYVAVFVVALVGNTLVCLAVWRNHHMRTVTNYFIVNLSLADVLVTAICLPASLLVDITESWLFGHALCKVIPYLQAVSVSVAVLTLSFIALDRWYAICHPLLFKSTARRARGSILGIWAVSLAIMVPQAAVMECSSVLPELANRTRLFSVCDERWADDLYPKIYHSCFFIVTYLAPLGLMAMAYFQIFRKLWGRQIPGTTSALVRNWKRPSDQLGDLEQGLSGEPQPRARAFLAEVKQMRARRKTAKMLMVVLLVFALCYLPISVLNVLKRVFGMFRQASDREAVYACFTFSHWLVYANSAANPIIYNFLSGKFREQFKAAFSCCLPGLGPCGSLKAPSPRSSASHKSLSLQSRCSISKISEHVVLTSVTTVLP
# OX1R antag-2: antagonists of human orexin 1 receptor; O43613; CHO/OX1R cells, Fluo-8 calcium fluorescence, orexin A; inhibition, % at 5 µM; actives 0.43% (n = 330,000); AID 434989;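 active means inhibition above its plate's threshold, mean inhibition of all tested compounds on the plate plus 3 SD, cut at about 37% in these data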;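 further: 0% = orexin A challenge wells and 100% = SB-334867-A antagonist wells; not every result past the cut was called active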
# Active calls of the source: *.
# Every second line gives: OX1R antag-1, OX1R antag-2
- CCCCN(C(=O)c1ccc(NC(=O)C(C)C)cc1)c1ccccc1
→ 9, -15
- Nc1nonc1-n1nnc(C(=O)N/N=C/c2cccs2)c1CSc1ccccc1
→ 34, -5
- Cc1ccc(S(=O)(=O)/N=C(/Nc2nc(C)cs2)c2ccccc2)cc1
→ 2, -17
- COc1ccc(-c2[nH]ncc2CN(C)Cc2cc(C)[nH]n2)c(F)c1
→ 14, -20
- Cc1ccc(NC(=O)COC(=O)CN2C(=O)NC3(CCCC3)C2=O)cc1Cl
→ 3, -5
- CC(=O)c1cccc(S(=O)(=O)N2CCC(C(=O)Nc3cccc(C(=O)NC4CC4)c3)CC2)c1
→ 3, -17
- COC(=O)c1nn(-c2ccc(Cl)cc2)c(=O)cc1Sc1ccccn1
→ 33, -22
- CC(C)OC(=O)Cn1c(=O)oc2ccccc21
→ 9, -15
- Cc1cc(C)cc(OC(=O)CCN2C(=O)C3C4C=CC(C5CC45)C3C2=O)c1 (configuration not stated)
→ 15, -19
- Cc1cc(C)c(S(=O)(=O)N2CCN(C(=O)c3ccc(-n4cncn4)c([N+](=O)[O-])c3)CC2)c(C)c1
→ 12, -7
- CCC(=O)Nc1nnc(S(=O)(=O)N2c3ccccc3CC2C)s1 (configuration not stated)
→ 8, -7
- COc1ccccc1CC(NC(C)=O)C(=O)NC1CCN(C(=O)c2cccc(Cl)c2)CC1 (configuration not stated)
→ 21, -3
- O=C(O)CCC(=O)N1CCCC1
→ 7, 9
- CC(=O)/C(=C(/O)c1ccccc1)c1nc2ccccc2[nH]1
→ 19, -6
- O=C(Cc1ccccc1F)NNC(=O)c1ccncc1
→ 2, 2
- CC(=O)Cc1cc(O)c2ccccc2c1OC(=O)c1ccccc1
→ 23, -29
- Cc1ccc(C(=O)NCC(c2ccco2)N2CCc3ccccc32)cc1C (configuration not stated)
→ 15, -52
- O=c1c(C=NCc2ccccc2)c(NCc2ccccc2)nc2ccccn12
→ 27, -4
- Cc1ccc(NC(=O)CSc2nc(-c3ccco3)cc(C(F)(F)F)n2)cc1C
→ 9, -40
- O=C(NNC(=O)C1CCN(C(=O)Nc2ccccc2)CC1)c1ccc(F)cc1
→ 2, -1
- Cc1cccc(C)c1OCC(=O)Nc1ncn[nH]1
→ 7, 7
- COC(=O)c1ccc(Cl)c(NC(=O)CN(c2ccc(OC)c(OC)c2)S(C)(=O)=O)c1
→ 15, -17
- CCOC(=O)c1cc(NC(=O)Nc2cc(C)ccn2)c(C)nc1C
→ 16, -17
- O=C(OCN1C(=O)c2ccccc2C1=O)c1ccc(Cl)nc1
→ 32, 0
- COc1ccc(NC(=O)CN(C)C(=O)c2ccc(OCc3ccccc3)c(OC)c2)cc1
→ 10, -29
- COc1ccc(C2C3C(C)=NN=C3CC(C)(O)C2C(C)=O)cc1 (configuration not stated)
→ 13, -6
- COc1ccc(Br)cc1C1Nc2cccc3cccc(c23)N1
→ 10, 15
- O=C(CN1C(=O)C2C3C=CC(C3)C2C1=O)Nc1nc2ccccc2[nH]1 (configuration not stated)
→ 10, -17
- Cc1nc(NC(=O)COC(=O)C(NC(=O)c2ccco2)C(C)C)c(Cl)cc1Cl (configuration not stated)
→ 10, -33
- Cc1ccc(S(=O)(=O)Cc2ccc(C(=O)N3CCC(C(N)=O)CC3)o2)cc1
→ 18, -7
- COc1cc([N+](=O)[O-])cc(CN2CCCCC2)c1O
→ 17, 0
- CCC(C)N1CC(C(=O)O)CC1=O (configuration not stated)
→ 15, -6
- COc1ccc(CCNC(=S)N2CCC(Cc3ccccc3)CC2)cc1OC
→ 11, -6
- CC1(c2ccncc2)Nc2ccccc2-c2nc3ccccc3n21 (configuration not stated)
→ 7, -20
- CN(C)C(=O)c1ccc2c(c1[N+](=O)[O-])C(=O)c1ccccc1C2=O
→ 93*, -9
- Cc1cc(NC(=O)Nc2cc(Cl)sc2Cl)no1
→ 12, -18
- N#CCCN(C(=O)COC(=O)Cc1ccc(Br)cc1)c1ccccc1
→ 14, -18
- O=C(O)c1ccccc1C(=O)Nc1ccc(Nc2ccc([N+](=O)[O-])cc2[N+](=O)[O-])cc1
→ 12, -26
- COc1ccc(-c2cc(C(F)(F)F)nc(SCC(N)=O)n2)cc1
→ 6, -11
- CCN(CC)CCCn1c(C)cc2c(c1=O)C(c1ccc(OC)c(OC)c1OC)C(C#N)=C(N)O2 (configuration not stated)
→ 10, -14
- COc1ccc(-c2nc(-c3cccc(C)c3)no2)cc1OC
→ 28, 14
- O=C(NC1CCCCC1)N1CCN(C(c2ccccc2)c2ccccc2)CC1
→ 1, -14
- CCCn1nc(C(=O)Nc2nc3ccccc3[nH]2)c2ccccc2c1=O
→ 13, -28
- CC(CNC(=O)CCc1nnc(CCC2CCCCC2)o1)c1ccccc1 (configuration not stated)
→ 20, -43
- COc1cc2c(C#Cc3cccnc3)c(-c3ccsc3)oc(=O)c2cc1OC
→ 10, -16
- CCCCC(CC)CNC(=O)/C=C/c1ccc(F)cc1 (configuration not stated)
→ 16, -26
- O=C(OCC(=O)N1CCN(C(=O)c2ccco2)CC1)c1ccccc1OCc1ccc(Cl)cc1
→ 15, -26
- Cc1cc(CC(=O)O)c(C)cc1CC(=O)O
→ 3, -11
- O=C1c2cccc3c(N4CCCCC4)ccc(c23)C(=O)N1CCO
→ 12, 21
- CCOc1ccccc1OCC(O)CNC (configuration not stated)
→ 11, -6
- CCn1c(CC(=O)Nc2ccccc2F)nnc1SCC(=O)N1CCN(c2ccccc2)CC1
→ 12, -33
- O=C(NNC1=NS(=O)(=O)c2ccccc21)c1ccccc1
→ 6, -24
- O=C(Nc1cccc(Cl)c1Cl)c1ccncc1
→ 16, -7
- COc1ccc(NC(=O)CSc2nc3sc4c(c3c(=O)n2-c2ccc(OC)cc2)CCN(C)C4)cc1
→ 4, -9
- Cn1ccnc1CN1CCCCC1C(=O)Nc1ccc(Oc2cccnc2)cc1 (configuration not stated)
→ 9, -3
- CC(C)c1cc(C(=O)N2CCCC(N3CCN(c4ccc(F)cc4)CC3)C2)no1 (configuration not stated)
→ 6, -8
- CN1CCN(C(=S)c2ccc(Br)cc2)CC1
→ 8, -5
- O=C(CSc1nnnn1-c1ccccc1)c1ccc(O)cc1O
→ 31, -9
- Cc1noc(C)c1C(=O)Nc1cc(Cl)ccc1N1CCOCC1
→ 0, -24
- Cc1cccc(/C=C2/Sc3ccc(C(=O)N4CCOCC4)cc3NC2=O)c1
→ 14, -9

# Already shown: an excerpt of the list.
# Every second line gives: OX1R antag-1, OX1R antag-2
- CCCCN(C(=O)c1ccc(NC(=O)C(C)C)cc1)c1ccccc1
→ 9, -15
- Nc1nonc1-n1nnc(C(=O)N/N=C/c2cccs2)c1CSc1ccccc1
→ 34, -5
- Cc1ccc(S(=O)(=O)/N=C(/Nc2nc(C)cs2)c2ccccc2)cc1
→ 2, -17
- COc1ccc(-c2[nH]ncc2CN(C)Cc2cc(C)[nH]n2)c(F)c1
→ 14, -20

# (listing goes on)
# Every second line gives: OX1R antag-1, OX1R antag-2
- CC(C)CNC(=O)COC(=O)c1ccc(Cl)c(S(N)(=O)=O)c1
→ 15, -8
- C/C(CC(=O)Nc1ccccn1)=N\NC(=O)c1ccc2ccccc2c1
→ 9, -5
- Cc1cc(C)nc(Nc2ncn[nH]2)n1
→ 2, 8
- Cc1ccc(C(=O)C2CCN(CC(=O)Nc3ccc4c(c3)OCCO4)CC2)cc1
→ -7, -16
- NS(=O)(=O)c1ccc(NNC(=O)c2ccc(Br)o2)c([N+](=O)[O-])c1
→ 58*, 10
- O=C(Nc1ccccc1N1CCCC1)c1ccc(N2CCCC2=O)cc1
→ 15, -35
- Cc1ccc(CNC(=O)c2cc(S(=O)(=O)N3CCCC3)cn2C)cc1
→ 13, -30
- O=C(c1cc(COc2ccc(F)cc2Cl)on1)N1CC2C[C@@H]3CC1C[C@H](C2)C3
→ 8, -5
- O=C(Nc1cccc(S(=O)(=O)N2CCOCC2)c1)C(c1ccccc1)N1CCCCC1 (configuration not stated)
→ 14, -37
- CCc1c(C(C)S(=O)(=O)c2ccccc2)[nH]c(=O)n1CC (configuration not stated)
→ 21, -7
- O=C(COc1ccc(F)cc1)Nc1c(C(=O)N2CCC(N3CCCCC3)CC2)oc2ccccc12
→ 4, -17
- COc1ccccc1Nc1nc(N)nc(CN(C)C2CCCCC2)n1
→ 18, -13
- COc1cccc(N(CC(=O)NCCSCc2ccc(Cl)cc2)S(C)(=O)=O)c1
→ 12, -26
- Cc1ccc(/C(O)=C2/C(=O)C(=O)N(c3ccccn3)C2c2ccc([N+](=O)[O-])cc2)cc1 (configuration not stated)
→ 18, -8
- O=C(NCCN1C(=O)C2C3C=CC(C3)C2C1=O)Nc1cccnc1 (configuration not stated)
→ 8, 5
- CNC(=O)CSc1nc2c([nH]c3ccccc32)c(=O)n1CCOC
→ 30, -10
- Cc1nn(C)cc1CNC(=O)c1cccc(Br)c1
→ 11, -18
- COc1cccc(NC(=O)c2ccccc2C(F)(F)F)c1
→ 10, 4
- CC1(C)NC(=O)N(CC(=O)N2CCN(S(=O)(=O)c3ccccc3F)CC2)C1=O
→ 0, 3
- O=C(NCc1n[nH]c(=O)c2ccccc12)C1CC(=O)N(c2ccccc2)C1 (configuration not stated)
→ 11, -14
- CCc1cc(=O)oc2cc(C)cc(OCC(=O)C(C)(C)C)c12
→ 11, -42
- CCOc1ccc(OCCn2c(=S)[nH]c3c(N)ncnc32)cc1
→ 9, -21
- O=C(NCc1cccnc1)c1cc(Sc2ccc(F)cc2F)nc2ccccc12
→ 32, -19
- CN1[C@@H]2CC[C@H]1CC(OC(=O)[C@H](CO)c1ccccc1)C2 (some centres not stated)
→ 19, 4
- Cc1ccc2nc3c(cc(C#N)c(=O)n3-c3nccs3)c(=O)n2c1
→ 169*, -13
- O=C(O)c1ccc2cccnc2c1O
→ 8, -7
- COCCNc1nnc(SCC(=O)NNC(=O)c2ccc([N+](=O)[O-])cc2)s1
→ 59*, -10
- CCOC(=O)C1=CN(C)C=C(C(=O)OCC)C1c1ccsc1
→ 15, -17
- O=c1cc(CO)occ1OCc1c(F)cccc1Cl
→ 0, -12
- NS(=O)(=O)c1cc2c(cc1Cl)NC(C(Cl)Cl)NS2(=O)=O (configuration not stated)
→ 10, -11

# Next part
structure | OX1R antag-1 | OX1R antag-2
C[C@@]12CCC3[C@@](CCC4[C@@]3(C)CCC[C@@]4(C)C(=O)N3CCOCC3)(CC1=O)C2 (some centres not stated) | 3 | -19
COc1cc(N2C(=O)CSC23C(=O)Nc2ccccc23)cc(OC)c1OC (configuration not stated) | 23 | 4
O=C(CSc1nc2ccccc2o1)Nc1nc2ccc(Br)cc2s1 | 30 | -15
COc1cc(OC)cc(-c2nnc(SCc3cccnc3)o2)c1 | 22 | -24
NN(Cc1ccccc1)C(=S)Nc1ccc(Cl)c(Cl)c1 | -1 | -23
Cc1cccc(C)c1NC(=O)CNCC(=O)N(C)C | 19 | 8
CC(C)COc1ccc(-c2nn(-c3ccccc3)cc2/C=C2/SC(=S)N(CC(=O)O)C2=O)cc1 | 7 | -13
CC(=O)c1c(C)[nH]c(C(=O)OCc2nnc(-c3ccccc3)o2)c1C | 30 | -14
O=C(COC(=O)c1ccccc1O)NC(=O)c1ccc(OC(F)F)cc1 | 4 | 17
COc1cc(/C(C)=N/NC(=O)c2cccc(S(=O)(=O)N3CCCC3)c2)cc(OC)c1OC | 32 | -6
COc1cc2c(=O)n(CC3CCCO3)c(=O)n(CC(=O)Nc3ccc(F)cc3F)c2cc1OC (configuration not stated) | 8 | -42
CC(=O)NC1C(OCc2ccccc2)OC2COC(c3ccccc3)OC2C1OCC(=O)O (configuration not stated) | -3 | 23
CSc1ccc(S(=O)(=O)NCc2ccc(Cl)cc2Cl)cc1 | 4 | 2
COc1cc2ccc3c(CCN(C)C)cc(OC)c(OC)c3c2cc1OC | 3 | -22
OCCNc1cc(Cl)ncn1 | 4 | -3
O=C(NCCN1CCN(C(=O)c2ccc([N+](=O)[O-])cc2)CC1)C(=O)Nc1ccc(F)cc1 | 18 | -17
COc1ccc(S(=O)(=O)N(C)C)cc1NC(=O)Cc1cccs1 | 3 | -2
O=C(NC(Cc1ccccc1)C(=O)O)/C(=C/c1ccc([N+](=O)[O-])cc1)NC(=O)c1ccc(Br)o1 (configuration not stated) | 24 | -16
O=C(c1ccc(Br)cc1)c1cc([N+](=O)[O-])ccc1N1CCCCC1 | 18 | 4
Cc1c(-c2ccccc2)nc2ccccc2c1C(=O)NCc1cccs1 | 7 | -16
Cc1[nH][nH]c(=O)c1C(c1cc2c(cc1Br)OCO2)c1c(C)[nH][nH]c1=O | 5 | -4
Clc1c(OCCCn2ccnc2)ccc2ccccc12 | 2 | -8
Cc1ccc(N2CCN(c3ncccc3[N+](=O)[O-])CC2)c(C)c1 | 11 | -47
COc1ccc(CN2CC(=O)N(c3ccccc3C)C2=S)cc1OC | 43 | -12
COC(=O)C(=Nc1ccccc1)/C(C(=O)C(=O)N(C)c1ccccc1)=C(\O)c1ccccc1 | 10 | -6
O=C(O)Cn1c(C(F)(F)F)nc2ccccc21 | 3 | 1
CCC(C)c1ccc(O)c(/C=N/O)c1 (configuration not stated) | 10 | -1
O=c1[nH]c2ccc(S(=O)(=O)N3CCN(c4ccc(F)cc4)CC3)cc2o1 | 13 | -10
COc1ccc(NC(=O)COC(=O)CCCN2C(=O)c3ccccc3C2=O)cc1Cl | 15 | -10
O=S1(=O)CCC(N=Cc2cc(Br)ccc2O)C1 (configuration not stated) | -6 | -9
COC(=O)c1cc(Br)c(=O)n(Cc2cccnc2)c1 | 3 | -29
COc1nc(OC)nc(N2CCCCCC2)n1 | 5 | -14
CCOC(=O)[C@@H]1[C@H]2COc3cc(OC)ccc3[C@@H]2N2C(=O)N(c3ccc(OC)cc3)C(=O)[C@@]12C | 5 | -10
COc1ccc(CCNC(=O)CN2CCOc3ccccc32)cc1OC | 5 | 3
O=C(CSc1ncn[nH]1)NCCc1ccc(Cl)cc1 | 4 | 3
Cc1nn(CC(=O)NCCCN2CCC(Cc3ccccc3)CC2)c(=O)c2cc(-c3ccccc3)nn12 | 34 | -19

# As entered above.
# O=C(O)Cn1c(C(F)(F)F)nc2ccccc21 in OX1R antag-2 is listed with 1
# COC(=O)C(=Nc1ccccc1)/C(C(=O)C(=O)N(C)c1ccccc1)=C(\O)c1ccccc1 in OX1R antag-2 is listed with -6
